Assay outcomes deposited in PubChem by several laboratories.
NRP1-CendR mod: NRP-1/CendR interaction modulation; inhibition, % at 25 µM; hit rate 0.85% among 360,000; FAM-RPARPAR peptide binding to NRP-1, fluorescence polarization;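 active = inhibition or corrected inhibition above about 18%, plus a signal ratio from 0.5 to 1.5, limit read from the data, passing the limit was not always enough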; note: strong numbers were not always called active
MsrA act: activators of bovine methionine sulfoxide reductase A. purified bovine MsrA, absorbance read-out. activation, % at 10.6 µM. hit rate 0.3% among 360,000; in the data active = activation above about 7.5%;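 note: 0% = vehicle and 100% = reference activator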
MsrA inhibitor: inhibitors of bovine MsrA; inhibition, % at 15.5 µM; purified bovine MsrA, absorbance read-out; AID 651718; hit rate 0.75% among 360,000; in the data active = inhibition above about 4.5%;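 note: 0% = vehicle wells with enzyme and 100% = reference inhibitor wells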
Rin1 Abl inh: human Rin1-Abl interaction inhibition; TR-FRET Rin1/Abl binding, biochemical; P00519+Q13671; inhibition, % at 7.35 µM; hit rate 0.4% among 360,000; in the data active = inhibition above about 5%, passing the limit was not always enough
SKN-1 inh: C. elegans SKN-1 inhibition; hit rate 0.49% among 360,000; C. elegans VP596 Pgst-4::GFP/RFP ratio, acrylamide-induced, 24 h; inhibition, % at 21.8 µM;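 active = interference check ratio from 0.5 to 1.5 plus GFP to RFP signal ratio inhibition reaching or exceeding a fixed threshold, cut at about 30% in these data, passing the limit was not always enough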; note: some compounds called inactive have numbers as strong as hits
E coli Lon inh: inhibitors of E. coli Lon protease; purified E. coli Lon protease, fluorescence polarization; inhibition, % at 7.94 µM; P0A9M0; hit rate 0.42% among 360,000; in the data active = inhibition above about 13%, passing the limit was not always enough;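 note: 0% = enzyme with probe and DMSO and 100% = no enzyme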
Target sequence (P0A9M0 whole entry, looked up): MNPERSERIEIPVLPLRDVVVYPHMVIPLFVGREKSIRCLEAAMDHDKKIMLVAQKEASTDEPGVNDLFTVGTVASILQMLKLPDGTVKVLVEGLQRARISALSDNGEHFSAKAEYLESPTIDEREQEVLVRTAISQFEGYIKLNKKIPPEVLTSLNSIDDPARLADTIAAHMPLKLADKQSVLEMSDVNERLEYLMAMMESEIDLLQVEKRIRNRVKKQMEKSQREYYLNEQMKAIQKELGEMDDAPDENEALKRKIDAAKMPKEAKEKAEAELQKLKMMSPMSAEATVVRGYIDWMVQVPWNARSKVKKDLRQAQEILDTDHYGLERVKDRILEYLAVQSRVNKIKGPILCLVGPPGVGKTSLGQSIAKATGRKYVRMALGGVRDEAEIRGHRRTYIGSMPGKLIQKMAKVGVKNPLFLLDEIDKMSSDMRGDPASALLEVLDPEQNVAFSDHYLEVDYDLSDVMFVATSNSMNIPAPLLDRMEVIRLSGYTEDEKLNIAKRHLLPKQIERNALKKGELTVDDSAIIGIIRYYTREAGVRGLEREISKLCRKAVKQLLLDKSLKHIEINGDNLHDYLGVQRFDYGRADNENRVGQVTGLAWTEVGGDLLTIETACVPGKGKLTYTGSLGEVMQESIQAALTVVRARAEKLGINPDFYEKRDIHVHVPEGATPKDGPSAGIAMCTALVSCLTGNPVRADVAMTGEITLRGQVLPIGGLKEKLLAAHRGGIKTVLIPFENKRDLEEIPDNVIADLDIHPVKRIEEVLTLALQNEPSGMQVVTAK
FAS-TE inh: blocks the thioesterase domain of human fatty acid synthase; hit rate 0.67% among 360,000; inhibition, % at 15 µM; AID 602261; recombinant FAS-TE, OMFH fluorogenic substrate, fluorescence endpoint;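 active = compounds whose normalised, plate-corrected inhibition of enzyme fluorescence in the single-dose primary screen is 50% or more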;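 note: 0% = DMSO with enzyme and 100% = substrate without enzyme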
Neddyl block: inhibitors of human cullin neddylation; P61081+Q13564; TR-FRET cullin neddylation, biochemical; AID 651699; calls only at 25 µM; hit rate 0.58% among 360,000; in the data active = inhibition above about 36%
MT1-MMP act inh: blocks activation of human MT1-MMP | HT1080 RFP-PRO-GFP cells, GFP/RFP ratio fluorescence, overnight; percent of plate control window, DMSO zero | AID 651647 | GFP/RFP ratio change, % at 20 µM | hit rate 0.061% among 360,000;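 active = GFP/RFP ratio change of at least 30% with cell ATP level not reduced by more than half and red fluorescence within 50% of control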; note: strong numbers were not always called active
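Assay system: HT1080 RFP-PRO-GFP cells | Dosing: 20 µM single dose, 1% DMSO | Incubation: Cells overnight before dosing, compound overnight, 37 °C, 5% CO2 | Evaluation: GFP/RFP fluorescence ratio | Control set: DMSO-only wells and HT1080 RFP-L50D-GFP cell wells as references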
* marks the source's active call; other numbers are inactive results; & = joins results of further samples.

Screening COCCNC(=O)CN1C2CCC1CC(O)(c1cccnc1)C2 (stereo unspecified) returned NRP1-CendR mod -1, MsrA act 0, MsrA inhibitor 1.1, Rin1 Abl inh 3, SKN-1 inh 18, E coli Lon inh -5, FAS-TE inh -6, Neddyl block inactive and MT1-MMP act inh -3.
Screening CC(=Nc1ccc2c(c1)CCC2)c1c(O)n(-c2ccccc2)c(=O)[nH]c1=O returned NRP1-CendR mod -4, MsrA act -3, MsrA inhibitor 0.0, Rin1 Abl inh -2, SKN-1 inh 2, E coli Lon inh 1, FAS-TE inh -4, Neddyl block inactive and MT1-MMP act inh 1.
For CC(C)N(C(=O)CCl)c1ccccc1 the results were NRP1-CendR mod -1, MsrA act -1, MsrA inhibitor -0.8, Rin1 Abl inh -1, SKN-1 inh 5, E coli Lon inh -1, FAS-TE inh -2, Neddyl block inactive and MT1-MMP act inh 0.
Screening COc1ccc(CN2CCNCC2)c(OC)c1OC returned NRP1-CendR mod -7&-8, MsrA act -2&-3, MsrA inhibitor 0.8&-1.5, Rin1 Abl inh -1&-4, SKN-1 inh 5&3, E coli Lon inh 4&2, FAS-TE inh -3&-4, Neddyl block inactive and MT1-MMP act inh -3&0.
Screening CCOC(=O)c1c(/N=C/c2c(O)n(-c3cccc(C)c3)c(=O)[nH]c2=O)sc2c1CCCC2 returned NRP1-CendR mod -46, MsrA act -1, MsrA inhibitor 1.4, Rin1 Abl inh 0, SKN-1 inh 8, E coli Lon inh -19, FAS-TE inh -6 and MT1-MMP act inh -11.
Screening O=C(COc1ccc(Cl)cc1)N(c1ccccc1Cl)C1CN2CCC1CC2 (stereo unspecified) returned NRP1-CendR mod -4, MsrA act -5, MsrA inhibitor -1.7, Rin1 Abl inh -3, SKN-1 inh -4, E coli Lon inh -1, FAS-TE inh -3, Neddyl block inactive and MT1-MMP act inh -17.
CC(=NCCC1=CCCCC1)c1c(O)[nH]c(=O)[nH]c1=O was read as NRP1-CendR mod 6, MsrA act -1, MsrA inhibitor -0.4, Rin1 Abl inh 1, SKN-1 inh 1, E coli Lon inh -7, FAS-TE inh -7, Neddyl block inactive and MT1-MMP act inh 2.
Screening CCCC(C)n1[nH]c(=O)c2c1NC(=O)CSC2c1ccc(OC)c(OC)c1 (stereo unspecified) returned NRP1-CendR mod -6, MsrA act 0, MsrA inhibitor -0.5, Rin1 Abl inh -2, SKN-1 inh 8, E coli Lon inh -3, FAS-TE inh -9, Neddyl block inactive and MT1-MMP act inh 5.
For COc1ccccc1CCNCc1cccc(C(F)(F)F)c1 the results were NRP1-CendR mod -2, MsrA act -1, MsrA inhibitor -2.1, Rin1 Abl inh 3, SKN-1 inh 1, E coli Lon inh 19, FAS-TE inh -5, Neddyl block inactive and MT1-MMP act inh -1.
For CCCN1CCc2cc(O)cc3c2[C@H]1Cc1ccc(O)c(O)c1-3 the results were NRP1-CendR mod 5, MsrA act -4, MsrA inhibitor 1.4, Rin1 Abl inh 11*, SKN-1 inh 3, E coli Lon inh -3, FAS-TE inh -2 and MT1-MMP act inh 7.
`O=P(NS(=O)(=O)c1ccc(Br)cc1)(Oc1ccccc1)Oc1ccccc1` gave NRP1-CendR mod -4, MsrA act -8, MsrA inhibitor 0.4, Rin1 Abl inh 3, SKN-1 inh -11, E coli Lon inh -3, FAS-TE inh 20, Neddyl block inactive and MT1-MMP act inh -4.
`C[C@H](CO)N1C[C@H](C)[C@@H](CN(C)C(=O)Oc2ccccc2)OCc2cnnn2CCCC1=O` gave NRP1-CendR mod 11, MsrA act -1, MsrA inhibitor -0.1, Rin1 Abl inh -2, SKN-1 inh 24, E coli Lon inh -5, FAS-TE inh -6, Neddyl block inactive and MT1-MMP act inh 3.
For COC(=O)C1=C(c2ccc(S(C)(=O)=O)cc2)C[C@@H]2CC[C@H]1N2C(=O)NCCS(C)=O (stereo partly specified) the results were NRP1-CendR mod -2, MsrA act -1, MsrA inhibitor -0.4, Rin1 Abl inh 1, SKN-1 inh -1, E coli Lon inh -8, FAS-TE inh -10, Neddyl block inactive and MT1-MMP act inh -8.
`O=C(NCCCN1CC1)Nc1cccc2ccccc12` gave NRP1-CendR mod -10, MsrA act -10, MsrA inhibitor 0.4, Rin1 Abl inh 2, SKN-1 inh -14, E coli Lon inh -2, FAS-TE inh -1, Neddyl block inactive and MT1-MMP act inh 3.
`C[C@]12CCC3C(CC[C@H]4C[C@@H](O)CC[C@]34C)C1CC[C@@H]2O` (stereo partly specified) gave NRP1-CendR mod -11, MsrA act -9, MsrA inhibitor 1.3, Rin1 Abl inh 2, SKN-1 inh 2, E coli Lon inh -10, FAS-TE inh -8, Neddyl block inactive and MT1-MMP act inh -1.
For COC(=O)C1=C(c2cccc(C#N)c2)C[C@@H]2CC[C@H]1N2C(=O)NCCc1ccccc1 the results were NRP1-CendR mod 26*, MsrA act -6, MsrA inhibitor 0.5, Rin1 Abl inh 2, SKN-1 inh 11, E coli Lon inh 1, FAS-TE inh -5, Neddyl block inactive and MT1-MMP act inh -2.
For Cc1nn(Cc2ccccc2)c(C)c1C(=O)NC1CCCc2ccccc21 (stereo unspecified) the results were NRP1-CendR mod 5, MsrA act -9, MsrA inhibitor -0.2, Rin1 Abl inh -1, SKN-1 inh -17, E coli Lon inh -3, FAS-TE inh -2, Neddyl block inactive and MT1-MMP act inh 8.
For COc1ccc(CNC(=O)CCC(=O)N2C[C@H]3C[C@H](C2)c2cccc(=O)n2C3)cc1OC the results were NRP1-CendR mod -4, MsrA act -8, MsrA inhibitor -0.2, Rin1 Abl inh -6, SKN-1 inh 1, E coli Lon inh -2, FAS-TE inh -8, Neddyl block inactive and MT1-MMP act inh 1.
`CC(=O)OC1C2CCCC1C(N1CCCC1)CC2` (stereo unspecified) gave NRP1-CendR mod 8&-7, MsrA act -4&-2, MsrA inhibitor 0.0&-0.4, Rin1 Abl inh 1&-1, SKN-1 inh 19&16, E coli Lon inh -4&0, FAS-TE inh -9&-8, Neddyl block inactive and MT1-MMP act inh 0&4.
For C[C@H]1C(=O)O[C@@H]2CCN3CC=C(COC(=O)[C@](C)(O)[C@]1(C)O)[C@H]23 the results were NRP1-CendR mod 0, MsrA act -1, MsrA inhibitor 0.1, Rin1 Abl inh 1, SKN-1 inh 10, E coli Lon inh -7, FAS-TE inh -3, Neddyl block inactive and MT1-MMP act inh -3.
CSCCC(c1nnnn1-c1ccc2c(c1)OCCO2)N1CCC(n2c(=O)[nH]c3ccccc32)CC1 (stereo unspecified) was read as NRP1-CendR mod 7, MsrA act -1, MsrA inhibitor 0.8, Rin1 Abl inh 10, SKN-1 inh -12, E coli Lon inh 2, FAS-TE inh 2, Neddyl block inactive and MT1-MMP act inh -14.
`COc1ccc(/C=C2\C(=O)NC(=O)N(CCC3=CCCCC3)C2=O)c(OC)c1` gave NRP1-CendR mod -10, MsrA act -1, MsrA inhibitor 0.4, Rin1 Abl inh 0, SKN-1 inh -3, E coli Lon inh -19, FAS-TE inh -4, Neddyl block inactive and MT1-MMP act inh -3.
`COc1ccc(OC(=O)N(C)C[C@H]2OCc3cnnn3CCCC(=O)N([C@H](C)CO)C[C@@H]2C)cc1` gave NRP1-CendR mod -7, MsrA act -7, MsrA inhibitor 0.8, Rin1 Abl inh -3, SKN-1 inh -8, E coli Lon inh 1, FAS-TE inh -7, Neddyl block inactive and MT1-MMP act inh 4.
For Cn1cccc1C1CCCN1CC(=O)Nc1ccc(C#N)c(Cl)c1 (stereo unspecified) the results were NRP1-CendR mod -12, MsrA act -5, MsrA inhibitor 1.2, Rin1 Abl inh 2, SKN-1 inh 7, E coli Lon inh -6, FAS-TE inh 16, Neddyl block inactive and MT1-MMP act inh 3.
`COc1ccc(C2(C#N)CCN(C)CC2)cc1` gave NRP1-CendR mod -11, MsrA act -5, MsrA inhibitor -1.4, Rin1 Abl inh -2, SKN-1 inh 10, E coli Lon inh 4, FAS-TE inh -10, Neddyl block inactive and MT1-MMP act inh 1.
For O=c1[nH]c(=S)n(-c2ccccc2)c(O)c1C=NCc1ccccn1 the results were NRP1-CendR mod 3, MsrA act -2, MsrA inhibitor 3.6, Rin1 Abl inh -1, SKN-1 inh 0, E coli Lon inh 0, FAS-TE inh -1, Neddyl block inactive and MT1-MMP act inh -4.
CCOC(=O)c1c(C)n(Cc2ccccc2)c2ccc(OCC(O)CN3C(=O)CNC3=O)cc12 (stereo unspecified) was read as NRP1-CendR mod -12, MsrA act -3, MsrA inhibitor -0.2, Rin1 Abl inh 2, SKN-1 inh 2, E coli Lon inh -3, FAS-TE inh -2, Neddyl block inactive and MT1-MMP act inh 3.
`CC[N+]12CCC(CC1)C(=C(c1ccccc1)c1ccccc1)C2` gave NRP1-CendR mod -7, MsrA act -8, MsrA inhibitor -1.0, Rin1 Abl inh 2, SKN-1 inh 3, E coli Lon inh -3, FAS-TE inh -15, Neddyl block inactive and MT1-MMP act inh -2.
For CC(C)C/C(=N/O)c1c[nH]c2ccccc12 the results were NRP1-CendR mod -14, MsrA act 3, MsrA inhibitor 0.5, Rin1 Abl inh 0, SKN-1 inh 9, E coli Lon inh -5, FAS-TE inh -40, Neddyl block inactive and MT1-MMP act inh 8.
Screening COC(=O)C1=C(c2cccc(OCc3ccccc3)c2)C[C@@H]2CC[C@H]1N2C returned NRP1-CendR mod 7, MsrA act -5, MsrA inhibitor 0.0, Rin1 Abl inh 1, SKN-1 inh 11, E coli Lon inh -12, FAS-TE inh -4, Neddyl block inactive and MT1-MMP act inh 0.
`O=C(NCC1=C(c2ccc3ccccc3c2)C[C@@H]2CC[C@H]1N2Cc1ccco1)c1ccc([N+](=O)[O-])cc1` gave NRP1-CendR mod -1, MsrA act -1, MsrA inhibitor -0.3, Rin1 Abl inh -3, SKN-1 inh -4, E coli Lon inh -5, FAS-TE inh 26, Neddyl block inactive and MT1-MMP act inh 4.
For O=C1CC(=O)N(Cc2ccccc2)C(=S)N1 the results were NRP1-CendR mod 1, MsrA act 0, MsrA inhibitor -0.5, Rin1 Abl inh 1, SKN-1 inh 10, E coli Lon inh -16, FAS-TE inh -3, Neddyl block inactive and MT1-MMP act inh 14.
`CCC(C)(C)n1nnnc1CN1CCC(n2c(C)nc3cc(C(F)(F)F)ccc32)CC1` gave NRP1-CendR mod 12, MsrA act -11, MsrA inhibitor -1.6, Rin1 Abl inh 2, SKN-1 inh 17, E coli Lon inh -9, FAS-TE inh -2, Neddyl block inactive and MT1-MMP act inh 3.
For Cc1cc(C)cc(N2C(=O)NC(=O)/C(=C\C=C\c3ccco3)C2=O)c1 the results were NRP1-CendR mod -118, MsrA act 3, MsrA inhibitor -1.2, Rin1 Abl inh 1, SKN-1 inh 3, E coli Lon inh -203, FAS-TE inh -12, Neddyl block inactive and MT1-MMP act inh -7.
Screening O=c1[nH]c(=O)n(Cc2ccc(F)cc2)c(O)c1C=NCCCN1CCOCC1 returned NRP1-CendR mod 0, MsrA act 1, MsrA inhibitor 1.3, Rin1 Abl inh 2, SKN-1 inh 9, E coli Lon inh 0, FAS-TE inh -9, Neddyl block inactive and MT1-MMP act inh 2.
Screening CCOP(=O)(OCC)C(O)c1ccc(OC)cc1OC (stereo unspecified) returned NRP1-CendR mod -3, MsrA act -2, MsrA inhibitor 0.1, Rin1 Abl inh 0, SKN-1 inh -14, E coli Lon inh -2, FAS-TE inh -9, Neddyl block inactive and MT1-MMP act inh 1.
`O=C1CC[C@@]2(O)[C@H]3Cc4ccc(O)c5c4[C@@]2(CCN3CC2CC2)[C@H]1O5` gave NRP1-CendR mod 5, MsrA act -6, MsrA inhibitor -1.4, Rin1 Abl inh 2, SKN-1 inh -3, E coli Lon inh 0, FAS-TE inh -2, Neddyl block inactive and MT1-MMP act inh 2.

Some of the compounds tested (hit frequency here may not be typical).
